# Compound activity as filed in PubChem BioAssay.
# TDP1 block: inhibitors of human tyrosyl-DNA phosphodiesterase TDP1; Q9NUW8; recombinant TDP1, AlphaScreen DNA substrate cleavage; Potency, µM (highest dose often 130 µM), for the others: at the highest dose activity change, negative = inhibition, usual class: inhibitors; 350,000 tested, 0.28% active; further: nearly all actives have a fitted effect of over 40% in size
# Target sequence (Q9NUW8 whole entry, looked up): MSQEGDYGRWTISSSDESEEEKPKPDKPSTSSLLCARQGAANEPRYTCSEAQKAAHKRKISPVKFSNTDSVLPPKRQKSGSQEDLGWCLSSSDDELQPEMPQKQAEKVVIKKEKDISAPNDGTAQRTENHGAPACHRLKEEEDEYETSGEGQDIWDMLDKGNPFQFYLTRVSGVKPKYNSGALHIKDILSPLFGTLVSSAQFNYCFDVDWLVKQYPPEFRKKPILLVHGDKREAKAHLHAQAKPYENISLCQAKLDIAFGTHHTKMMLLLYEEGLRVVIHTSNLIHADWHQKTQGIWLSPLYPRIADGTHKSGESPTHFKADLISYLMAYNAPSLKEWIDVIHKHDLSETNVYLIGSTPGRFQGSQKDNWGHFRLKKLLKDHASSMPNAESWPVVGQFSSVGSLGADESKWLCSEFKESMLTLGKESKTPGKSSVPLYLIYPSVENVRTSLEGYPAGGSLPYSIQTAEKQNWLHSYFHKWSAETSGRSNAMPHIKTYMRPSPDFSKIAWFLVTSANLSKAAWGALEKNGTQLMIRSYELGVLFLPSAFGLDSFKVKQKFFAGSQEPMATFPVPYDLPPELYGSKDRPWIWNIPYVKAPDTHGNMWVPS
#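 AlphaScreen read-out: signal falls as enzyme removes the 3' tyrosine-FITC from a 5'-biotinylated DNA oligo (15 nM, 5 min, RT). Enzyme was E. coli-made recombinant Tdp1 at 1 nM, exposed to compound for 15 min beforehand; beads 10 ug/ml, 10 min.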
# N370S GC: N370S glucocerebrosidase modulation, Gaucher chaperone candidate; 330,000 tested, 0.092% active; P04062; Potency, µM (titrated, usually from 59.4 µM), for the others: top-dose activity change, negative = inhibition, usual class: inhibitors; N370S GC spleen homogenate, 4MU-glucoside fluorescence;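 further: 0% = full enzyme activity and -100% = no enzyme basal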
# FEN1 inhibitor: inhibitors of human flap endonuclease 1; Recombinant FEN1 flap cleavage, fluorescence, 15 min; AID 588795; 390,000 tested, 0.35% active; Potency, µM (top dose mostly 114 µM), inactives show at the highest dose activity change, negative = inhibition, usual class: inhibitors; further: nearly all actives have a fitted effect of over 65% in size
# Target sequence (P39748 whole entry, looked up): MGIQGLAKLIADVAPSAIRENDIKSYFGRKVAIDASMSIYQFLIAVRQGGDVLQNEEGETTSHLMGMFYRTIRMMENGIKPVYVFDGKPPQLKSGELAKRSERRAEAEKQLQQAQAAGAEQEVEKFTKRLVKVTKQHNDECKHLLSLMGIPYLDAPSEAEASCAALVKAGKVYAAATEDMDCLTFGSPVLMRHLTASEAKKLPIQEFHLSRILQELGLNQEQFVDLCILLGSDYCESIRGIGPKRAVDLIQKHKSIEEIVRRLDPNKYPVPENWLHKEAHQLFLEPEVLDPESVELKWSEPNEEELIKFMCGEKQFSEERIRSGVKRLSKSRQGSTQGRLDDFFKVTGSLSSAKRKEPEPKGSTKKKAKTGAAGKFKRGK
#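 FEN1 at 10 nM preincubated with compounds 15 min at room temperature, then flap DNA substrate added at 50 nM final. Signal read at 0 and 15 min; concentration-response fitted with four-parameter Hill equation.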
# Active calls of the source: *; ? = inconclusive; nt = not tested or not shown; & = joins results of further samples; [ ] = dose if it differs, or a comment. The call rests on the fitted dose curve; in most records, active means well fitted curve in the direction sought with a large enough effect; inconclusive means small, poorly fitted or top-dose-only effect, or another doubt; inactive means no such curve, though single readings can be large; an effect the other way counts as inactive or inconclusive. Unless noted, on the % scale 0 is the no-effect control and ±100 the full control effect; potency means the concentration at half of the fitted maximal effect.
# Every second line gives: TDP1 block, N370S GC, FEN1 inhibitor
CCCc1cc(=O)[nH]c(SCc2ccccc2Cl)n1
→ 7%, 3%, 2%
Cc1nnc(-c2cnn(C)c2N)n1CCCN1CCOCC1
→ -3%, -1%, -2%
COC(=O)C(c1cc(OC)c(O)c(OC)c1)(N1CCNC(C)C1)C(F)(F)F (stereo unspecified)
→ 6%, -9%, 7%
CCCC(=O)Nc1ccc(Cl)c(NC(=O)c2cccc(OC)c2)c1
→ -5%, 0%, 2%
CCCCCc1nc2c(c3c1CCCC3)CCCC2
→ 4%, 6%, -3%
Cc1cc(Br)ccc1NC(=O)CN(C)Cc1cccs1
→ 1%[0.0935 µM], -1%, 2%
Cc1ccc(C(c2nnnn2CC2CCCO2)N2CCN(C)CC2)cc1 (stereo unspecified)
→ 0%, -22%, 20%
O=[N+]([O-])c1ccccc1S(=O)(=O)c1ccccc1[N+](=O)[O-]
→ nt, -3%, 2%
O=C(c1nc(-c2ccc(Cl)cc2)n2c1CCCCC2)N1CCN(c2ccccc2)CC1
→ 6%, nt, 3%
COC(=O)/C=C1/N/C(=N\c2nc(C)cc(C)n2)N(c2ccc(Cl)cc2)C1=O
→ 3%, 0%, -13%
COc1ccc(/C=C/C2=C[C@]3(C)C[C@]2(C)[C@H](c2ccc(OC)cc2)CC3=O)cc1
→ -7%, 5%, nt
C=CCNC(=O)c1ccc(Cn2c(=S)[nH]c3cc4c(cc3c2=O)OCO4)cc1
→ 3%, 6%, ?
CCOC(=O)C1=C(COC(=O)CCc2ccc(CC)cc2)NC(=O)NC1C (stereo unspecified)
→ 1%, nt, 1%
COc1cccc(CNC(=O)C2CCCN2S(=O)(=O)c2ccc3c(c2)C(C)(C)C(=O)N3C)c1 (stereo unspecified)
→ nt, 4%, -2%
NS(=O)(=O)c1ccc(-c2ccc(/C=C3\SC(=O)NC3=O)o2)cc1
→ nt, -6%, ?

# Of the compounds above, 4 contain a Cl atom.
# Every second line gives: TDP1 block, N370S GC, FEN1 inhibitor
CCCc1cc(=O)[nH]c(SCc2ccccc2Cl)n1
→ 7%, 3%, 2%
CCCC(=O)Nc1ccc(Cl)c(NC(=O)c2cccc(OC)c2)c1
→ -5%, 0%, 2%
O=C(c1nc(-c2ccc(Cl)cc2)n2c1CCCCC2)N1CCN(c2ccccc2)CC1
→ 6%, nt, 3%
COC(=O)/C=C1/N/C(=N\c2nc(C)cc(C)n2)N(c2ccc(Cl)cc2)C1=O
→ 3%, 0%, -13%

# New compounds follow
# Every second line gives: TDP1 block, N370S GC, FEN1 inhibitor
CN(CC(=O)Nc1ccc(F)c(F)c1F)C(=O)C1CC(=O)N(C2CCCC2)C1 (stereo unspecified)
→ -9%, -1%, 5%
Cc1ccc(-c2cc(C(F)(F)F)c(C#N)c(SCCC#N)n2)o1
→ 9%, 21%, 8%
CCN1Cc2cccc(C(=O)Nc3ccc(F)cc3)c2C1=O
→ 3%, nt, 3%
O=C(Cn1c(=O)sc2ccccc21)Nc1ccccc1C(=O)O
→ 3%, 6%, 4%
CC(C)N(C(=O)C1CC(=O)OC12CCCCC2)C(C)C (stereo unspecified)
→ 3%, 1%, -2%
CCOC(=O)/C=C/C(=O)Nc1ccc(Oc2ccccc2)cc1
→ 0%, 3%, -6%
Cc1ccsc1C(=O)N/N=C/c1ccc2c(c1)OCO2
→ 5%, -10%, -1%
Cc1ccc(OCC(=O)c2cc(C)n(Cc3ccco3)c2C)c([N+](=O)[O-])n1
→ -11%, 15%, -6%
O=C(COC(=O)CNC(=O)c1ccc(Cl)cc1Cl)Nc1cccc(S(=O)(=O)N2CCCC2)c1
→ 2%, -8%, -3%
CCN(CC)S(=O)(=O)c1ccc(NC(=O)c2cc(-c3cccs3)nc3ccccc23)cc1
→ 1%, 8%, -2%
CCn1c2ccccc2c2cc(NC(=O)CSc3nnc(-c4cccc(Cl)c4)o3)ccc21
→ 10%, 2%, -6%
COC(=O)C1CN(C(=O)COc2cc(C)cc(C)c2)c2ccccc2O1 (stereo unspecified)
→ nt, 26%, 4%
CCOc1ccc(-n2nnnc2SCC(=O)c2ccccc2)cc1
→ 3%, 2%, 16%
Cc1ccc2[nH]c(O)c(N=NC(=O)C(C)n3cnc4ccccc4c3=O)c2c1 (stereo unspecified)
→ 8%, 1%, -15%
CC(C)Oc1ccc(CC(=O)NNC(=S)Nc2ccc(Br)cc2)cc1
→ 5%, -14%, 2%
C=CCN1C(=O)CN=C1Nc1ccc(F)cc1
→ 6%, 0%, 11%
CCc1cc(=O)oc2cc(C)cc(OC(C)C(=O)NCCCN3CCCC3=O)c12 (stereo unspecified)
→ 2%, -1%, 12%
CS(=O)(=O)c1cc([N+](=O)[O-])c(Sc2nc3ccccc3[nH]2)c([N+](=O)[O-])c1
→ -6%, 10%, -16%
C/C(CC(=O)Nc1ccc(N(C)C)cc1)=N\NC(=O)Cc1csc(N)n1
→ -2%, 14%, 2%
COCC(=O)N1c2nc(C(C)C)nn2C2(CCCCC2)[C@@H]2CCCC[C@@H]21
→ -1%, nt, -2%
O=C(NCc1ccc(Cl)cc1)c1cc(-c2cccs2)on1
→ -4%, 7%, -18%
Cc1ccc(C)c(S(=O)(=O)N2CCCOC2CNC(=O)C(=O)NCc2ccccn2)c1 (stereo unspecified)
→ 0%, -5%, -5%
COCCNC(=O)C1(C(F)(F)F)C/C(=C\Cc2ccccc2)CCCO1 (stereo unspecified)
→ 9%, -14%, 9%
CCn1c(NCc2ccco2)nc2c1c(=O)n(C)c(=O)n2C
→ 1%, 7%, 1%
N#Cc1ccccc1S(=O)(=O)N1CCN(c2nc(-c3cccnc3)nc3ccccc23)CC1
→ 1%, ?, -13%
CC(C)c1ccc(CN(Cc2ccco2)c2cnc(S(C)(=O)=O)nc2C(=O)Nc2ccccc2)cc1
→ 4%, nt, -11%
COc1cccc(N2CCN(C(=O)C3CCC(=O)N(C4CCCCCC4)C3)CC2)c1 (stereo unspecified)
→ 3%, -5%, 0%
C=CCN(C(=O)COc1ccccc1)c1nnc(-c2ccncc2)s1
→ 5%, 8%, -9%
O=C(/C=C/c1cccc(F)c1)N1CCN(c2ccccn2)CC1
→ nt, 7%, 17%
C=C(C)CN(CC)C(=O)CSc1ccc(S(=O)(=O)N2CCN(Cc3ccccc3)CC2)cn1
→ 3%, nt, -6%
C#CCOCCOCCOCCNc1nc(N2CCN(C(=O)[C@H](CCCN=C(N)N)n3cc(C(N)[C@H](C)CC)nn3)CC2)nc(N2CCN(C(=O)[C@H](CC(N)=O)n3cc(C(N)[C@@H](C)CC)nn3)CC2)n1 (stereo partly specified)
→ 0%, nt, -2%
CC(C)(C)c1ccc(-c2nnc(N)o2)cc1
→ 3%, 1%, -4%
N#Cc1c(-c2cccnc2)c2c([nH]c1=O)-c1ccccc1OC2
→ 4%, ?, 2%
Cc1ccc(-n2nc(C)c3nc(CCC(=O)Nc4cccc(F)c4)c(=O)n(C)c32)cc1
→ 6%, nt, 1%
CC1=C(C(=O)OC2CCCC2)C(c2c(F)cccc2Cl)CC(=O)N1 (stereo unspecified)
→ 2%, nt, 3%
COc1ccc2[nH]c(C(=O)O)c(CCC(=O)O)c2c1
→ -3%, -15%, -11%
COC(=O)c1ccc(Cc2ccccc2)o1
→ 2%, 6%, -1%
O=C(Cn1c(=O)oc2cc(S(=O)(=O)N3CCCC3)ccc21)N1CCN(c2ccccn2)CC1
→ 4%, 1%, -12%
COc1cc(C)c(NC(=O)c2cc(C3CC3)nc3c2cnn3C(C)C)cc1OC
→ 0%, nt, -12%
CN(CCc1cnn(C)c1)Cc1cn(C)nc1-c1ccc2c(c1)OCCO2
→ -4%, -14%, -3%
CC(=O)N1c2c(cc(Br)cc2S(=O)(=O)NCc2ccccc2Cl)CC1C (stereo unspecified)
→ 9%, nt, 12%
Cc1ccc(-c2cc(C(=O)N3CCOCC3)no2)cc1
→ nt, -10%, 4%
CC(C)=CCC/C(C)=C/CO/N=C1/C[C@@H](O)[C@@H](O)[C@@H]2[C@@H]3C(=O)N(C(C)(C)C)C(=O)[C@H]3CC[C@H]12
→ 8%[21 µM], -2%[12.8 µM], nt
CCCOP(=O)(c1ccc(N(C)C)cc1)C(O)c1ccc(Br)cc1 (stereo unspecified)
→ nt, -7%, -2%
CCC(C)[C@H]1CN=C(N)N1CCc1cc(C(F)(F)F)cc(C(F)(F)F)c1 (stereo partly specified)
→ -1%, -3%, -2%
Cc1noc(C)c1COc1cccc(C(=O)OCC(=O)NCCN2C(=O)CSC2=O)c1
→ -2%, -3%, 1%
CC(=O)Nc1ccc(S(=O)(=O)NC(CC(=O)NCCc2ccccc2)C(C)C)cc1 (stereo unspecified)
→ 6%, -11%, 11%
CSc1ccc(CN(C)CC(=O)NC(C)c2ccccc2)cc1 (stereo unspecified)
→ 0%, -10%, -5%
COc1cc(C2CC(=O)c3c([nH]c(C(=O)OC4CCCC4)c3C)C2)cc(OC)c1OC (stereo unspecified)
→ 11%, nt, -7%
CCCCNC(=O)C1CCC(CNc2c(N3CCC(C)CC3)c(=O)c2=O)CC1 (stereo unspecified)
→ -1%, -1%, 3%
O=C1[C@H](CC[C@H](O)c2ccc(F)cc2)[C@@H](c2ccc(O)cc2)N1c1ccc(F)cc1
→ 3%, -1%, nt
CC1(C)CC(NCc2ccncc2)CC(C)(C)N1
→ -2%, -3%, 3%
COc1ccc(OC)c(NC(=O)c2sc3ncnc(N4CCN(c5ccccn5)CC4)c3c2C)c1
→ 4%, -10%, 0%
Nc1ncnc2c1C1(CCCCC1)Cc1ccccc1-2
→ 5%, -30%, -5%
CCOC(=O)c1c(NC(=O)COc2cccc(C)c2C)sc(C(C)=O)c1C
→ 1%[12.3 µM], nt, -7%
Cc1cc(NC(=O)COc2cccc(C)c2C)no1
→ 5%, -2%, 0%
COc1ccccc1NC(=O)COc1ccccc1C(=O)Nc1ccccc1
→ 5%, ?, -16%&-6%
CC(C)COC[C@H](CN(Cc1ccccc1)c1ccccc1)N1CCCC1
→ 15%[21 µM], 2%[21.6 µM], nt
c1ccc2c(-c3cn4ccccc4n3)c[nH]c2c1
→ 0%, -12%, nt
O=C(COc1ccc(S(=O)(=O)N2CCOCC2)cc1)N1CCOCC1
→ 0%, nt, -2%

# Later entries.
mol,TDP1 block,N370S GC,FEN1 inhibitor
CCn1c(SCC(=O)Nc2ccc(OC)c(S(=O)(=O)N3CCCCC3)c2)nnc1C1CC1,1%,-1%,-16%
CC(=O)c1ccccc1OCC(O)Cn1ccnc1 (stereo unspecified),nt,-15%,13%
Cc1cc(C)c2c(NC(=O)CCl)nn(C)c2n1,0%,-3%,1%
CC(C)CCSc1ncnc2c1oc1nc3c(cc12)COC(C)(C)C3,6%,16%,2%
O=C(O)CCSC1CC(=O)N(c2ccccc2)C1=O (stereo unspecified),nt,-5%,2%
CC1Oc2ccccc2N(Cc2cccc(F)c2)C1=O (stereo unspecified),nt,5%,13%
CCc1c(C)c2c(C)[nH]nc2oc1=O,1%,5%,-4%
O=C(CNC(=O)c1cccc(F)c1)N/N=C/c1cc(Br)ccc1OCc1ccccc1,3%,1%,2%
O=C(Nc1ccccc1C(=O)O)c1cccc(NC(=O)c2ccccc2Br)c1,nt,2%,-3%
CC(=O)N1c2ccc(S(=O)(=O)N3CCCCC3)cc2CC1C(=O)NCc1ccc(N(C)C)cc1 (stereo unspecified),2%,3%,-7%
COc1ccc(NC(=O)c2cc(S(=O)(=O)N3CCCCC3)c[nH]2)cc1,nt,-5%,6%
O=C(N/N=C/C=C\c1ccc([N+](=O)[O-])cc1)c1cccnc1,3%,-10%,-20%
Clc1ccccc1OCCn1ccnc1,-4%,2%,0%
CCCCc1cc(=O)oc2cc(C)cc(OCC(=O)N[C@@H](CSCc3ccccc3)C(=O)O)c12,nt,-4%,-10%
O=C(Nc1ccccc1Br)C1CCN(S(=O)(=O)c2cccs2)CC1,0%,nt,0%
CC/C(=N\O)c1ccc(OC)c(OC)c1,7%,-2%,0%
CCOc1ccccc1C(=O)NCC(=O)Nc1ncccc1C,nt,4%,4%
CC(OC(=O)C1CCN(S(=O)(=O)c2ccc3c(c2)OCCO3)CC1)C(=O)N(C)c1ccccc1 (stereo unspecified),-3%,nt,-21%
O=C(NCc1ccco1)c1noc2c1CCCC2,2%,4%,-10%
Cc1cccc(C(=O)Nc2nnc(S(=O)(=O)N(C)c3ccccc3C)s2)c1,8%,nt,3%
O=C1OCCN1C(=O)[C@H]1[C@H](c2ccccc2)C(c2ccccc2)=NN1c1ccccc1,-3%[56.1 µM],1%,-25%
CCCc1cc(C(=O)O)c2ccccc2n1,7%,0%,-14%
COC(=O)C(C)Sc1ccc2nnc(CCNS(=O)(=O)c3ccccc3)n2n1 (stereo unspecified),0%,-5%,20%
O=C(Nc1ccc(COc2ccccc2)cc1)c1cccc([N+](=O)[O-])c1,1%,-2%,3%
O=C(N/C(=C/c1ccc(Br)cc1)C(=O)N1CCCC1)c1ccccc1F,8%,-23%,11%
CCNC(=S)N/N=C(\C)c1ccc2ccccc2c1OC(F)F,2%,-13%,-23%

# This is a random part of the collection; any-hit rate near 0.53%.
